DAX1 inh-1 = blocks DAX1 repression of SF-1 activated StAR promoter | HEK293T StAR-luciferase reporter, SF-1/DAX-1 repression relief | inhibition, % at 6.8 µM | 370,000 compounds, 1.1% hits | AID 652010;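 active means inhibition above the mean over all tested compounds plus 3 SD, cut at about 3.6% in these data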;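 further: 0% = DAX-1 cells with DMSO and 100% = cells lacking DAX-1 with DMSO; higher inhibition means more luminescence from relief of DAX-1 repression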
PLCg1 inh = blocks human PLC-gamma1 enzyme activity; 370,000 compounds, 0.84% hits; purified PLC-gamma1, fluorogenic substrate, fluorescence; P19174; inhibition, % at 12.2 µM; in the data active means inhibition above about 9.5%
Target sequence (P19174 whole entry, looked up): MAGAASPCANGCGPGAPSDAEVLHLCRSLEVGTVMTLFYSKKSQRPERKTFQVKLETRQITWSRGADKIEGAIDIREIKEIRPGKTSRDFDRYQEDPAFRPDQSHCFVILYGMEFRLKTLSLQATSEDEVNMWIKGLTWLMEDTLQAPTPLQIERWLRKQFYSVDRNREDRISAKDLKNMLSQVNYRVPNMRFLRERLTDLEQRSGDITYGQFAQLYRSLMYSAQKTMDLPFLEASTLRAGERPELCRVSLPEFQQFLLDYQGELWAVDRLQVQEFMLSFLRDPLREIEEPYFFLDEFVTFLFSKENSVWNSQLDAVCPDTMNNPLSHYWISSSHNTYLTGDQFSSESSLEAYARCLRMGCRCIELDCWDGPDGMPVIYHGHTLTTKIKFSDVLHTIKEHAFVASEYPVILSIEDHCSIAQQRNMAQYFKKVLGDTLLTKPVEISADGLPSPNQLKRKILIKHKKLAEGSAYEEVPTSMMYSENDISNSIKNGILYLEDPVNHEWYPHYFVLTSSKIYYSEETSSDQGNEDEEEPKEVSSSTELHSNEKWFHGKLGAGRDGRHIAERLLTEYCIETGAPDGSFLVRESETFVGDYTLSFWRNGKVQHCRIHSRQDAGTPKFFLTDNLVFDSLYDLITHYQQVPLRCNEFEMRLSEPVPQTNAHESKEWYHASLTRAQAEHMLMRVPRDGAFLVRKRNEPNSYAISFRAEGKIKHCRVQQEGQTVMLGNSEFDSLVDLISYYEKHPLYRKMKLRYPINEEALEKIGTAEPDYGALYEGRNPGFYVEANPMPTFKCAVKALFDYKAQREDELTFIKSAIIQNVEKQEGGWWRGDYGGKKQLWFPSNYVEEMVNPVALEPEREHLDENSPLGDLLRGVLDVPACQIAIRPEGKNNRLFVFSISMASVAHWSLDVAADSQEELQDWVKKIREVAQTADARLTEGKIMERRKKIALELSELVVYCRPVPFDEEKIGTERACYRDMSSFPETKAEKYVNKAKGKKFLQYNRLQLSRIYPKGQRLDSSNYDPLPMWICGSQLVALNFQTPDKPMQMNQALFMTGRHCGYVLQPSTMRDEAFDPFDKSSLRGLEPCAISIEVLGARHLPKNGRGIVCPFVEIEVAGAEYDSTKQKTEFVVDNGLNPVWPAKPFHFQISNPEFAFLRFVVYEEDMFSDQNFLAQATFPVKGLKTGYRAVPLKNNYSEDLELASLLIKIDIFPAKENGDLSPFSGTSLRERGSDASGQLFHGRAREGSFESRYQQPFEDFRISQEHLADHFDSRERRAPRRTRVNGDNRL
ADAM10 inh = inhibits human ADAM10. O14672. recombinant ADAM10, EDANS/DABCYL FRET peptide cleavage, 3 h. inhibition, % at 7 µM. 370,000 compounds, 0.62% hits. AID 720582;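 active means inhibition above a per-campaign cutoff equal to the mean of compounds falling between control-based bounds plus 3 SD, cut at about 20% in these data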;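 further: 0% = DMSO wells while the 100% control is not disclosed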
hgDAF-12 ag = agonists of H. glycines DAF-12 nuclear receptor. HEK293 GAL4-hgDAF12 UAS-luciferase reporter, agonist luminescence; normalized to butyrate control. activation, % at 6.8 µM. 370,000 compounds, 1.8% hits;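 active means activation above a cutoff set at the mean of all screened compounds plus 3 SD, cut at about 10% in these data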;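 further: 0% = DMSO wells and 100% = sodium butyrate wells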
ssDAF12 agonist = activators of S. stercoralis DAF-12 nuclear receptor | HEK293 ssDAF-12/GRIP1 lit1-tk-luc reporter, luminescence; % of 3 µM dafachronic acid response | activation, % at 6.8 µM | 370,000 compounds, 1% hits | AID 652126;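 active means activation above the mean over all tested compounds plus 3 SD, cut at about 0.9% in these data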;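 further: 0% = DMSO-only wells and 100% = 3 µM delta7-dafachronic acid wells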
FXN GAA850 act = frataxin GAA850 promoter activation; 360,000 compounds, 0.56% hits; HEK293 lucGAA850 FXN promoter luciferase reporter, 24 h; percent of 10 µM SAHA response; activation, % at 6 µM;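 active means activation above the average of all compounds screened plus 3 SD, cutoff fixed separately per campaign, cut at about 7.5% in these data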;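 further: 0% = DMSO wells and 100% = 10 µM SAHA wells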
DAX1 inh-2 = inhibitors of human orphan nuclear receptor DAX1 (NR0B1); AID 504766; HEK293 Gal4-DAX1 luciferase reporter, luminescence; 340,000 compounds, 0.99% hits; inhibition, % at 6.75 µM;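 active means inhibition above the mean over all tested compounds plus 3 SD, cut at about 4.2% in these data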;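 further: 0% = DAX1-transfected cells with DMSO and 100% = empty-vector control cells with DMSO; inhibition shows as a rise in luminescence from relieved DAX1 repression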
PLC-beta3 inh = PLC-beta3 (human) inhibition, primary screen | Q01970 | Purified PLC-beta3, fluorogenic substrate, fluorescence | inhibition, % at 12.2 µM | 370,000 compounds, 0.18% hits | AID 720704; in the data active means inhibition above about 11%;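 further: 0% = median of compound wells on plate and 100% = full blocker control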
ADAM17 inh = inhibits human ADAM17 | inhibition, % at 6.95 µM | 370,000 compounds, 0.83% hits | recombinant ADAM17, EDANS/DABCYL FRET peptide cleavage | AID 720648;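 active means inhibition above the mean of compounds lying between control limits plus 3 SD, set per campaign, cut at about 8.5% in these data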;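 further: 0% = DMSO-only wells as the low control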
HGIII-sPLA2 inh = Inhibits HGIII-sPLA2 liposome hydrolysis, primary screen | Q9NZ20 | QFRET BODIPY PC-A2 liposome hydrolysis, fluorescence | inhibition, % at 12.2 µM | 370,000 compounds, 0.56% hits;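 active means inhibition above mean plus 3 SD of compounds lying within the high and low control bounds, cut at about 19% in these data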;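 further: 0% = median of test compound wells and 100% = no enzyme DMSO wells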
hcDAF12 agonist = activates DAF-12 receptor from parasite H. contortus. activation, % at 6.8 µM. HEK293 hcDAF-12 lit1-tk-luc reporter, luminescence; 0% DMSO, 100% Δ7-dafachronic acid. 370,000 compounds, 1.4% hits. AID 652067;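 active means activation above the mean of all tested compounds plus 3 SD, cut at about 5.5% in these data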;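 further: 100% = response to 3 µM Δ7-dafachronic acid high control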
An asterisk follows results filed as active; . = not tested or not shown.

SMILES	DAX1 inh-1	PLCg1 inh	ADAM10 inh	hgDAF-12 ag	ssDAF12 agonist	FXN GAA850 act	DAX1 inh-2	PLC-beta3 inh	ADAM17 inh	HGIII-sPLA2 inh	hcDAF12 agonist
FC(F)(F)c1ccc(C2NCCc3sccc32)cc1 (configuration not stated)	0.9	3.0	1.9	4.5	-0.7	2.7	0.6	-0.6	-1.9	0.3	2.7
Cc1ccc(/C=N/n2cnnc2)s1	0.3	4.1	-1.2	-0.5	-1.4	2.4	0.4	6.3	1.9	-2.4	-0.4
COCCNC(=S)N(CCCN(C)C)Cc1cc2cc3c(cc2[nH]c1=O)OCCO3	-0.3	-56.3	-236.4	4.3	0.0	0.7	1.5	-77.5	-83.1	-3.1	1.7
Cc1cccc(CN2CCN(Cc3cccc(-n4cccn4)c3)CC2CCO)n1 (configuration not stated)	0.2	-1.7	5.3	-1.7	-0.5	-0.8	.	2.5	-2.0	2.5	0.3
O=C(CCCOc1ccccc1)Nc1ccc(Br)cc1	0.5	3.7	9.5	-0.5	-0.6	-0.8	-0.1	-2.6	3.2	-5.5	-1.3
Cc1cc2nc(-c3ccc(C#N)cc3)c(Cc3cccc(F)c3)n2c(C)c1Br	-0.2	-31.3	-10.1	2.1	-1.6	.	.	-39.4	0.4	-25.9	2.6
CC1=C(C(=O)N2CCCC(C(=O)c3cccc4ccccc34)C2)OCCO1 (configuration not stated)	-0.6	1.0	2.9	-3.1	-2.3	0.8	4.0	-1.7	-0.3	-4.2	-2.5
CC(=O)c1cccc(NC(=S)NC(=O)C(C)C)c1	-0.2	1.6	11.5	2.1	-1.4	1.2	-0.9	4.0	-0.8	9.8	-1.4
Cc1ccc(-c2nc3c(c(=O)c4ccccc4n3C)c(=O)n2-c2ccccc2)cc1	0.0	-0.9	-3.6	0.9	-0.4	-2.6	0.4	-3.9	-2.7	10.0	1.8
Cn1ccc(/C=N/N=C2/NC(=O)CS2)n1	-0.4	0.1	4.4	-2.2	-1.4	1.4	2.5	2.6	0.3	-5.2	-1.1
Cc1ccc(C)c(Cc2c(C)nc3c(C(=O)NCc4ccc5c(c4)OCO5)cnn3c2C)c1	-0.1	-15.8	-18.5	-1.6	-0.8	.	.	-24.5	-10.8	-0.2	0.4
Cc1c(C(=O)OCC(=O)NCc2ccco2)cccc1[N+](=O)[O-]	0.9	1.5	-5.4	1.0	-0.7	2.4	0.2	-5.9	1.6	-7.6	-0.4
Cc1cc(/C=C2/NC(=O)NC2=O)c(C)n1C	-0.4	-15.5	-24.1	0.0	-1.2	3.4	-0.5	-13.8	-6.0	-0.8	0.8
COc1ccc(Cl)cc1NC(=O)CN1C(=O)CSC1=O	0.1	0.1	1.0	1.3	-0.5	-0.8	1.9	-1.9	-2.7	-6.8	1.4
C[C@H]1[C@H](NC(=O)c2cccc(C(F)(F)F)c2)CC[C@@]23CCCN2C(=O)CCC[C@@H]13	.	1.6	1.9	-4.2	-1.9	.	.	2.3	0.4	-1.3	-0.1
CCCC(C)C(=O)Nc1cc([N+](=O)[O-])ccc1F (configuration not stated)	-0.4	9.7*	6.9	-3.5	-1.3	3.1	-1.0	4.4	3.8	7.7	-3.4
CCOc1ccc(/C=N/NC(=O)c2ccccc2C)cc1CN1CC2CC(C1)c1cccc(=O)n1C2 (configuration not stated)	-0.7	1.1	-3.3	2.6	-1.6	-1.6	0.1	0.6	-0.1	-7.1	-0.8
CCN(c1ccccc1)S(=O)(=O)c1cc(C(=O)Nc2ccc(Br)cc2)ccc1F	-2.9	-0.1	24.1*	-7.5	-3.0	0.2	-3.1	3.0	12.1*	-13.1	-5.1
O=C(c1ccco1)N1CCN(C(=O)c2ccccc2[N+](=O)[O-])CC1	0.5	4.1	3.5	1.1	-1.4	2.0	-0.6	3.5	1.0	-2.4	1.2
C=CCNC(=O)/C(C#N)=C\c1cc(Cl)c(O)c(OCC)c1	0.7	-8.3	5.7	3.0	-1.3	-0.8	1.4	-9.8	3.1	1.9	-2.0
C[C@H](NC(=O)Nc1cccc(C(F)(F)F)c1)C(=O)O	0.3	0.8	-5.0	-1.7	-0.8	-0.2	-0.1	2.0	3.0	0.6	-1.3
OC(COC(c1ccccc1)c1ccccc1)CN1CCN(c2cccc(Cl)c2)CC1 (configuration not stated)	-0.4	1.9	15.9	0.9	-1.1	-0.9	-1.0	-8.6	4.4	-10.1	-2.8
COc1ccccc1CCc1nnc(CCC(=O)NCCC2CCCCO2)o1 (configuration not stated)	-0.6	0.1	-8.5	1.3	-0.6	-0.6	1.1	3.5	-2.0	2.6	0.4
CCOC(=O)N1CCN(C(=O)CSc2nnc(COc3ccccc3)o2)CC1	0.8	2.3	-4.8	2.5	-1.5	0.8	-1.9	5.0	2.0	-2.9	1.5
COc1ccc(C(CC(=O)N2CCOCC2)c2c(OC)cc(OC)c3c(-c4ccccc4)cc(=O)oc23)cc1 (configuration not stated)	-0.1	-77.6	-11.8	-1.9	-1.8	-0.4	0.0	-124.8	-3.8	-2.4	-1.9
Cc1ccc(S(=O)(=O)N(C)C)cc1NC(=S)NC12CC3CC(CC(C3)C1)C2	-0.9	0.3	7.0	0.8	-1.6	2.4	0.2	2.9	3.8	-0.9	-2.1
O=C(NCc1ccccc1)C(c1ccccc1)N(Cc1ccc2c(c1)OCO2)C(=O)Cc1cccs1 (configuration not stated)	-0.8	-20.9	13.4	-0.8	-1.9	-0.5	-1.3	-30.0	0.6	-1.8	-3.0
Cc1ccccc1OC(=O)CCC(=O)OCCCC(F)(F)C(F)(F)F	0.1	-2.4	-5.4	-0.3	-1.6	-0.3	-0.3	-0.1	1.3	5.4	-1.7
Cc1ccc(C(C)NC(=S)NC2CCCCC2)c(C)c1 (configuration not stated)	-1.1	2.3	3.0	-0.7	-1.4	-1.2	0.0	-6.1	-1.1	-0.9	-3.2
O=C(CCNC(=O)OCc1ccccc1)NC1CCCCC1	0.1	-2.8	5.7	0.5	-0.8	2.0	0.5	3.1	-0.9	1.5	-3.0
CC(=O)N(C)c1ccc(N=NC2C(=O)N(C(N)=S)N=C2C)cc1 (configuration not stated)	2.9	2.3	7.4	11.5*	0.5	2.4	5.3*	-2.3	4.5	8.3	3.7
Cc1ccc2c(Cl)c(C)c(N3CCCCC3)nc2n1	-0.4	-21.9	-2.2	-2.3	-1.5	2.0	-1.1	-28.9	1.2	-9.2	-0.9
C/C(=N\NC(=O)c1ccc2c(c1)OCCO2)c1ccccc1	0.4	5.0	2.6	8.2	0.1	3.3	2.2	1.8	-1.9	0.5	-0.5
O=C1NC(c2ccccc2O)Nc2ccccc21 (configuration not stated)	-0.1	-216.3	-397.1	1.3	-1.1	2.3	-0.5	-260.4	-149.5	1.1	0.6
CC/C(=N\NC(=O)C(N)=O)c1ccccc1O	-1.0	6.2	1.7	1.0	-1.3	1.4	-1.2	2.1	7.1	4.0	-0.6
Cc1c(/N=C/c2ccco2)n(Cc2ccccc2)c2ccccc12	0.5	-3.7	-2.6	-0.7	-1.3	-1.2	1.0	-0.6	-2.3	0.4	-0.2
Cc1ccc(-c2cc(C(=O)N3CCOCC3)c3ccccc3n2)cc1	-0.8	-13.7	-109.5	4.3	-0.6	2.9	-0.4	-15.7	-35.7	-6.5	1.7
CCC(=O)c1ccc(OCC(O)CN2CCc3ccccc3C2)cc1 (configuration not stated)	-0.3	-0.3	-4.0	-1.2	-0.5	-0.2	-0.3	-7.2	-1.4	5.2	-1.4
O=P(c1ccccc1)(c1ccccc1)C1CCCO1 (configuration not stated)	0.6	-2.9	4.7	-2.0	-1.4	-3.6	4.3*	2.1	-1.4	3.0	-0.4
C=C(C)CC(NCCc1ccccc1)c1ccco1 (configuration not stated)	0.1	-0.6	1.6	-2.8	-0.2	0.3	-2.1	0.5	0.3	1.5	4.6

3 entries from above, with two lines to a compound:
Order of results – DAX1 inh-1, PLCg1 inh, ADAM10 inh, hgDAF-12 ag, ssDAF12 agonist, FXN GAA850 act, DAX1 inh-2, PLC-beta3 inh, ADAM17 inh, HGIII-sPLA2 inh, hcDAF12 agonist
O=C(CCCOc1ccccc1)Nc1ccc(Br)cc1
 : 0.5, 3.7, 9.5, -0.5, -0.6, -0.8, -0.1, -2.6, 3.2, -5.5, -1.3
Cc1cc2nc(-c3ccc(C#N)cc3)c(Cc3cccc(F)c3)n2c(C)c1Br
 : -0.2, -31.3, -10.1, 2.1, -1.6, ., ., -39.4, 0.4, -25.9, 2.6
CC1=C(C(=O)N2CCCC(C(=O)c3cccc4ccccc34)C2)OCCO1 (configuration not stated)
 : -0.6, 1.0, 2.9, -3.1, -2.3, 0.8, 4.0, -1.7, -0.3, -4.2, -2.5

Additional records follow:
SMILES	DAX1 inh-1	PLCg1 inh	ADAM10 inh	hgDAF-12 ag	ssDAF12 agonist	FXN GAA850 act	DAX1 inh-2	PLC-beta3 inh	ADAM17 inh	HGIII-sPLA2 inh	hcDAF12 agonist
COc1cccc(-c2csc(N3CCN(C(=S)Nc4ccccc4)CC3)n2)c1	0.3	7.8	5.0	3.4	-1.5	1.5	-0.2	7.8	5.2	19.2*	0.3
Cc1c2cnn(CC(=O)O)c(=O)c2c(C)n1Cc1ccccc1	0.1	-6.5	-20.4	-2.1	-0.7	-1.3	0.8	-1.4	-4.2	3.1	1.2
CC(=O)Oc1cccc(C2=CC(=O)CC(C)(C)C2=O)c1	1.0	0.9	-4.3	2.2	-1.1	0.7	0.1	3.4	-2.5	6.8	0.3
COC(=O)[C@@]12CCCCN1[C@H](c1ccc(-c3ccc(OC)cc3)cc1)[C@H]1C(=O)N(C)C(=O)[C@H]12	0.4	-1.7	4.6	0.2	-1.2	-0.2	-0.8	-1.1	-1.7	0.1	-0.6
O=C(Oc1ccccc1)c1ccccc1C(=O)Oc1ccccc1	2.3	4.5	3.9	-1.3	-1.8	1.4	2.2	4.0	5.4	-2.8	-0.3
COc1ccc(N(CC(=O)Nc2ccc(Cl)cc2)S(=O)(=O)c2c(C)n[nH]c2C)cc1	0.5	4.0	2.9	1.2	-0.7	-2.0	0.2	-6.6	2.2	-25.2	0.2
Cc1[nH]c(=O)[nH]c(=O)c1S(=O)(=O)N1CCCC(C(=O)NCCC2=CCCCC2)C1 (configuration not stated)	-0.3	7.3	-3.8	-0.6	-0.3	3.5	-0.2	3.4	-1.0	0.1	0.1
Cc1cccc(NC(=O)CN2CCN(C(=O)c3cncn3-c3ccc(F)cc3)CC2)c1C	-0.1	-0.9	-6.2	-1.5	-1.0	0.7	-0.4	-7.9	0.2	10.2	-1.0
Cc1ccc(N2C(=O)N(c3ccc(C)cc3)C3CS(=O)(=O)CC32)cc1 (configuration not stated)	-0.2	0.1	-6.7	-2.5	-1.1	-0.7	-0.7	-9.2	-6.2	4.5	-1.6
CCOC(=O)c1c(NC(=O)CSc2ncnc3ccccc23)sc(C(C)=O)c1C	-0.1	-4.2	-1.5	0.7	0.0	-0.4	-0.4	-3.2	-6.1	4.7	3.2
Cc1ncc(CO)c(CO)c1OCC(O)CN1CCN(c2ccc(F)cc2)CC1 (configuration not stated)	-1.8	-0.7	-1.6	-0.4	-1.6	.	.	2.7	-0.6	4.4	1.0
O=C(N=C1SC2CS(=O)(=O)CC2N1c1ccc(F)c(Cl)c1)C1CCCO1 (configuration not stated)	0.5	1.9	3.7	1.2	-1.1	0.3	0.8	-6.2	-3.0	1.4	0.8
